TNAP inh pNP = human TNAP enzyme inhibitors, primary screen, biochemical, colorimetric, p-nitrophenol readout; Alkaline phosphatase, tissue-nonspecific isozyme (Homo sapiens), P05186; purified TNAP, pNPP hydrolysis, absorbance 405 nm; inhibition, % at 20 µM; 21,000 tested, under 10 active; AID 615, 2007;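 also: 0% = DMSO only wells and 100% = 1 mM levamisole wells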
Target sequence (P05186 whole entry, looked up): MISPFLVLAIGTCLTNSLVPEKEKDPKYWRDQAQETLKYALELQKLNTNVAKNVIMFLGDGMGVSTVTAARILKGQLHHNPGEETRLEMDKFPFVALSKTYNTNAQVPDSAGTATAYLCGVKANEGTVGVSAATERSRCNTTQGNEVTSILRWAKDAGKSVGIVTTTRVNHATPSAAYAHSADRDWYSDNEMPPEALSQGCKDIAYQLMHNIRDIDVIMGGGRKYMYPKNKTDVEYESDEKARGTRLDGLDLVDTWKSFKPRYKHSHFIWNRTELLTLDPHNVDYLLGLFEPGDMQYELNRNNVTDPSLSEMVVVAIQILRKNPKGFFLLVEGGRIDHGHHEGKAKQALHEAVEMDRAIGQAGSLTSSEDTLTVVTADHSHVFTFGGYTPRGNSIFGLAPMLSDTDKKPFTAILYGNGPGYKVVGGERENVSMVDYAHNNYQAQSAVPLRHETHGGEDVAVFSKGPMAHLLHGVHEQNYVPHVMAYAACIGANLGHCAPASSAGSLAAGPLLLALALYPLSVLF
TNAP inh Pi = human TNAP enzyme inhibitors, primary screen, biochemical, colorimetric, phosphate release readout. Alkaline phosphatase, tissue-nonspecific isozyme (Homo sapiens), P05186. purified TNAP, pNPP, malachite green phosphate absorbance. inhibition, % at 20 µM. 21,000 tested, under 10 active. AID 614, 2007
Active calls of the source: *.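 The calls were made as follows: active = inhibition above 50% at the 20 µM single-dose screen; inactive = the rest.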 An excerpt, so the mix of outcomes need not match the whole.

Every second line gives: TNAP inh Pi	TNAP inh pNP
Cc1csc(NC(=O)CSc2nnc(-c3ccncc3)n2C)n1
    10	2
CCN(CC)S(=O)(=O)c1ccc(Cl)c(C(=O)NC2CCCC2)c1
    10	3
COc1cccc(CC(C(=O)Nc2cc(C)ccc2C)c2nn[nH]n2)c1OC (stereo not given)
    2	4
CC1=C(C(=O)N(C)C)C(c2ccc(Cl)c(Cl)c2)NC(=O)N1 (stereo not given)
    12	1
CC(=O)c1cc(C#N)c(SCCC(C)C)nc1C
    -4	7
Cn1c2c(c(=O)n(C)c1=O)C(NC(=O)c1cccs1)(C(F)(F)F)C(=O)N2 (stereo not given)
    0	0
Clc1ccc2c(c1)C(N1CCNCC1)=Nc1ccccc1O2
    3	-1
COc1cc2cc(CN(Cc3nnnn3Cc3ccco3)C3CCCCC3)c(=O)[nH]c2cc1OC
    9	4
Cc1occc1C(=O)NC(C)c1ccc2c(c1)OCO2 (stereo not given)
    9	2
O=S(=O)(Cc1ccc(Cl)cc1)N1CCCC1
    3	-2
CCOc1ccccc1Oc1c(C)oc2c(CN3CCN(C)CC3)c(O)ccc2c1=O
    12	2
COc1ccccc1N1CCN(CCOc2c(OC)cccc2OC)CC1
    4	2
COc1ccccc1NS(=O)(=O)c1ccc(NC(C)=O)cc1
    3	4
Cc1noc(C)c1CSc1nnc(-c2ccncc2)n1-c1ccc(Cl)c(Cl)c1
    7	1
COc1ccc(CNC2CCCCC2C)c(OC)c1 (stereo not given)
    3	2

Single records (already shown):
Listed for Cc1occc1C(=O)NC(C)c1ccc2c(c1)OCO2 (stereo not given) → TNAP inh Pi = 9; TNAP inh pNP = 2
Listed for CCN(CC)S(=O)(=O)c1ccc(Cl)c(C(=O)NC2CCCC2)c1 → TNAP inh Pi = 10; TNAP inh pNP = 3

(more compounds)
Every second line gives: TNAP inh Pi	TNAP inh pNP
CCOc1ccc(OCC)c(C2C(C#N)=C(N)N(c3cccnc3)C3=C2C(=O)CC(C)(C)C3)c1 (stereo not given)
    10	5
CC(=O)Nc1cc2c(cc1Br)OCCO2
    0	0
CCC(=O)N1CCN(c2ccc(Cl)cc2NC(=O)c2ccc3c(c2)OCCO3)CC1
    -5	-12
Cc1cc(S(=O)(=O)N2CCCC2)ccc1OCC(=O)NCc1ccco1
    18	2
COc1cccc(C(=O)NCC(=O)n2nc(C)cc2C)c1
    -17	-3
O=c1oc(-c2cccs2)nc2c1cnn2-c1ccccc1
    14	9
COc1ccc(Cn2nnnc2C(C(C)C)N2CCc3ccccc32)cc1 (stereo not given)
    -15	8
CC1(C)Cc2ccccc2-c2nnc(-c3cccnc3)n21
    8	3
COc1ccc(N(CN2C(=O)C3C4C=CC(C4)C3C2=O)C(=O)c2ccco2)cc1 (stereo not given)
    0	0
Cc1ccc(C)c(-n2c(SCC(=O)N3CCCC3)nnc2-c2ccccn2)c1
    0	8
O=C(NCCN1CCN(C(=O)NC2CCCCC2)CC1)NC1CCCCC1
    9	4
O=C(NC1=NCCS1)C1CC(=O)N(c2ccccc2)C1 (stereo not given)
    10	5
O=C1c2ccccc2CC1Sc1nnc(-c2ccccn2)o1 (stereo not given)
    -4	1
O=C(c1sc2ccccc2c1Cl)N(Cc1ccco1)C1CCS(=O)(=O)C1 (stereo not given)
    6	-3
CC(C)(C)C1=Nn2c(nnc2C2CCCCC2)SC1
    12	8
Cc1cc(C)n(-c2nnc(C)n2/N=C/c2ccco2)n1
    -1	-1
COC(=O)c1[nH]c2ccccc2c1NC(=O)CN1CCCc2ccccc21
    2	-2
O=C(Nc1ncccc1Cl)c1cccc(F)c1
    0	6
O=C(O)C1(P(=O)(c2ccccc2)c2ccccc2)CCC1
    12	4
Cc1nc2cc(C(=O)O)ccc2s1
    6	0
N#Cc1nc(-c2ccc(OCc3ccccc3)cc2)oc1NCc1cccnc1
    -15	10
CC(=O)Nc1cccc2c1[n+]([O-])c(C)c(C)[n+]2[O-]
    3	2
c1ccc2nc3c(nc2c1)c1ccccc1n3CCN1CCOCC1
    -5	-9
CCOC(=O)c1cc(C)n(-c2ccc(OC)c(OC)c2)c1C
    6	0
COc1ccc(OC)c(N/C(C)=C/C(=O)c2ccc(C)o2)c1
    0	0
Cc1ccc(C(=O)C2=C(O)C(=O)N(c3ncccn3)C2c2cccc(Cl)c2)o1 (stereo not given)
    0	0
Cc1cccc(CSc2nnc(-c3ccco3)n2C)c1
    2	-2
CN1CC(=O)NC1=NC(=O)c1ccc(Cl)c(S(=O)(=O)N2CCCCCC2)c1
    0	0
CCOC(=O)C1=C(c2ccccc2)OC(N)=C(C#N)C1c1ccco1 (stereo not given)
    1	-1
Cn1c(=O)c2c(nc(SCc3ccccn3)n2C)n(C)c1=O
    2	-3

Single values from the entries so far:
Result for O=C(O)C1(P(=O)(c2ccccc2)c2ccccc2)CCC1 in TNAP inh pNP: 4
Result for Cc1cc(C)n(-c2nnc(C)n2/N=C/c2ccco2)n1 in TNAP inh pNP: -1
Result for Cc1cccc(CSc2nnc(-c3ccco3)n2C)c1 in TNAP inh pNP: -2

(more compounds)
Every second line gives: TNAP inh Pi	TNAP inh pNP
CCOC(=O)c1ccc(NC(=O)N2CC(C)OC(C)C2)cc1 (stereo not given)
    3	-1
CCc1c(O)nc(SCC(=O)Nc2ccccc2OC)[nH]c1=O
    0	0
CCCCCOC(=O)c1ccc(NC(=O)c2ccco2)cc1
    8	6
Cc1cc2oc(=O)c3c(c2cc1OCc1nn[nH]n1)CCCC3
    -2	-11
CN1CCN(S(=O)(=O)c2cccc(C(=O)NC3CCCc4ccccc43)c2)CC1 (stereo not given)
    9	0
COc1ccc(OC)c(CNc2nc3ccccc3n2CCN2CCCCC2)c1
    14	5
CCCC(=O)C1=C(O)C(C(=O)OC)C(C)(C)CC1=Nc1ccccc1 (stereo not given)
    8	1
COc1ccccc1N1CCN(C(=O)Nc2cccc(C)c2)CC1
    0	5
CN1C(=O)C(O)(CC(=O)c2cccc(-n3cccc3)c2)c2ccccc21 (stereo not given)
    -15	-2
O=C(CNC1C(=O)Nc2ccccc21)Sc1ccccc1 (stereo not given)
    -14	-2
Cn1nnnc1SCc1c(F)cccc1F
    6	0
C(=C\c1ccccc1)/CSc1nnc(-c2cnccn2)n1Cc1ccco1
    -1	-4
Cc1nc(SCC(=O)NCc2ccco2)nc(C)c1C
    0	0
O=C(CN1C(=O)c2ccccc2S1(=O)=O)NCc1cccnc1
    -1	-2
COc1nc(N(C)C)nc(N(OC)S(=O)(=O)c2ccccc2Cl)n1
    6	4
CCOC(=O)NCc1cc(-c2nn(C)c(=O)c3ccccc23)ccc1C
    0	0
Cc1nn(-c2cccc(Cl)c2)c2c1C(c1ccncc1)C(C#N)=C(N)O2 (stereo not given)
    -14	-10
CCN(CC)CCCn1c(C)cc2c(c1=O)C(c1cccc(Cl)c1)C(C#N)=C(N)O2 (stereo not given)
    8	3
CCCN(CCC)C(=O)CC(c1ccc(F)cc1)c1ccco1 (stereo not given)
    -18	6
COc1ccc(NC(=O)c2ccco2)cc1NC(=O)c1cccc(OC(C)C)c1
    8	5
COc1ccc(S(=O)(=O)N2CCC(C(=O)N3CCCCC3)CC2)cc1OC
    2	-2
O=S(=O)(N1CCOCC1)N1CCN(c2ccccc2F)CC1
    2	-2
NC(=O)C[C@@H]1N[C@]2(C(=O)Nc3ccccc32)[C@@H]2C(=O)N(c3cc(C(F)(F)F)ccc3Cl)C(=O)[C@H]12
    2	-2
O=C(NCCCn1ccnc1)C1CC(c2cccc(Br)c2)=NO1 (stereo not given)
    0	0
COc1ccc(N(C(=O)c2cccnc2)S(=O)(=O)c2ccc3c(c2)n(C)c(=O)n3C)cc1
    -22	3
CCCC1=C(C(=O)OCC)C(c2ccc(F)cc2)n2ncnc2N1 (stereo not given)
    -2	-6
Cc1cc(C)c2[nH]c(=O)c(CN(CC3CCCO3)S(=O)(=O)c3ccc4c(c3)OCCO4)cc2c1 (stereo not given)
    6	1
Cc1cnn(C(=O)c2oc3ccccc3c2C)c1
    9	3
COC(=O)COc1ccc(S(=O)(=O)NCc2ccncc2)cc1
    -7	10
O=C(Nc1cnc2ccccc2c1)c1cccc(-n2cnnn2)c1
    11	6
CCOC(=O)C1=C(c2ccccc2)Nc2ncnn2C1c1ccccn1 (stereo not given)
    17	6
CCn1cc(Br)c(C(=O)Nc2ccc(C(=O)OC(C)C)cc2)n1
    0	0
COc1ccc(CCN(Cc2nc(-c3ccccc3)no2)Cc2nc(-c3ccccc3)no2)cc1OC
    0	0
COc1cccc(-c2csc(N3CCN(S(=O)(=O)c4ccc(F)cc4)CC3)n2)c1
    -6	-13
COC(=O)c1ccccc1NC(=O)NCc1ccccn1
    7	1
C=CCn1c(COc2ccc(Cl)cc2)nnc1SCC(=O)NCC(=O)OCC
    10	5
O=C(CN1CCN(Cc2ccc3c(c2)OCO3)CC1)N1CCc2[nH]c3ccccc3c2C1
    6	3
COc1ccc(OCC(=O)Nc2cccc(C(C)=O)c2)cc1
    2	-2
CC(C)c1nnc(NC(=O)CCC(=O)N2CCN(C3CCCCC3)CC2)s1
    10	6
CCOc1ccc(S(=O)(=O)NCCC(=O)OC(C)C(=O)N2CCc3ccccc32)cc1 (stereo not given)
    12	8
CCc1cccc(CC)c1N(COC)C(=O)Cn1nnc2ccccc21
    9	6
CC1(C)CC(=O)C2=C(C1)OC(N)=C(C#N)C21CCN(C(=O)OCc2ccccc2)CC1
    -7	5
Cc1ccc(S(=O)(=O)N(C)CCCC(=O)NCc2ccc3c(c2)OCO3)cc1
    0	0
CCCOC(=O)c1ccc(Oc2c(-c3ccc(OCC)cc3O)n[nH]c2C)cc1
    13	0
Cc1ccccc1N1CCN(c2ncnc3c2cnn3Cc2ccc(Cl)cc2)CC1
    4	-4
CC(C)c1nc2n[nH]c(N)c2c2c1CCC2
    4	0
CCOC(=O)c1[nH]c2ccc(F)cc2c1NC(=O)C1=COCCO1
    8	4
Cc1cc(=O)oc2cc(OC(C)C(=O)O)c(Cl)cc12 (stereo not given)
    6	1
Cc1c(-c2ccco2)[n+](=O)c2c(n1[O-])CCC2
    9	1
COc1ccc2[nH]c(=O)c(C(c3nnnn3C(C)(C)C)N(Cc3ccco3)CC3CCCO3)cc2c1 (stereo not given)
    -42	-7
COC(=O)Cn1c(=O)cnc2ccccc21
    4	-1
Cc1nnc(SCC(=O)NCc2ccc(Cl)cc2)[nH]c1=O
    0	0
CC(C)(C)OC(=O)N1CCC[C@H]1c1nnc(SCc2c(Cl)cccc2Cl)o1
    10	2
Cc1cc(=O)[nH]c(SC/C=C/c2ccccc2)n1
    9	3
COc1ccc(NS(=O)(=O)c2cc(C(=O)O)ccc2C)cc1
    0	0
COc1ccc(NC(=O)C2CSC3c4ccccc4C(=O)N23)cc1 (stereo not given)
    -15	-9
COc1ccccc1Nc1nc(C2(C)CCC(=O)O2)cs1 (stereo not given)
    8	2
C=CCN1CC(c2nc3ccccc3n2Cc2ccccc2)CC1=O (stereo not given)
    11	5
O=C(Nc1cccc(Cl)c1)Nc1nccs1
    5	3
O=C(Cn1nc(C(F)(F)F)c2c1CCCC2)NC1CCCC1
    -5	5

Arranged by the number under TNAP inh pNP (rising): 4 from the list above
Every second line gives: TNAP inh Pi	TNAP inh pNP
COc1ccc(NS(=O)(=O)c2cc(C(=O)O)ccc2C)cc1
    0	0
Cc1cc(=O)oc2cc(OC(C)C(=O)O)c(Cl)cc12 (stereo not given)
    6	1
CC(C)(C)OC(=O)N1CCC[C@H]1c1nnc(SCc2c(Cl)cccc2Cl)o1
    10	2
O=C(Cn1nc(C(F)(F)F)c2c1CCCC2)NC1CCCC1
    -5	5

(list continues)
Every second line gives: TNAP inh Pi	TNAP inh pNP
COC(=O)c1cccc(NC(=O)CN2CCC(NC(=O)c3cc(OC)c(OC)c(OC)c3)CC2)c1
    12	4
CCn1c(SCC(=O)NCc2ccco2)nnc1C(C)C
    0	0
Cc1ccc(C(=O)NC(C)(COc2nonc2C)COc2nonc2C)cc1
    -34	-4
O=C(CCCN1CCC(O)(c2ccc(Cl)cc2)CC1)c1ccc(F)cc1
    7	2
O=C(Nc1ccccc1C(=O)NCCCn1ccnc1)c1ccccc1
    2	0
COc1nc(-c2ccccc2)ccc1-c1noc(-c2cccnc2)n1
    -10	3
COc1ccc(N2CCN(c3oc(-c4ccc(OC)c(OC)c4)nc3C#N)CC2)cc1
    7	3
COc1ccccc1CNc1ccc(N2CCCCC2)cc1
    -4	3
Cc1nn(-c2ccccc2)c(N2CCCC2)c1/C=N/n1cnc2scc(-c3ccccc3)c2c1=O
    5	-2
O=C(CCN1CCc2ccccc21)c1ccc2c(c1)OCCO2
    7	7
Cc1cc2c(c(=O)n1CCN(C)C)C(c1ccc(Br)cc1)C(C#N)=C(N)O2 (stereo not given)
    11	-2
O=C(c1cccc(S(=O)(=O)N2CCCCC2)c1)N1CCOCC1
    4	5
CCOC(=O)C1Cn2c(nc3c(c2=O)C2(CCCC2)Cc2ccccc2-3)S1 (stereo not given)
    15	6
O=C(NCc1ccccc1)N1CCN(c2ccccc2F)CC1
    8	0
COC(=O)c1cccc2c1-c1ccccc1/C2=N/O
    9	0
CCC1C(C#N)=C(SC)NC2=C1C(=O)CC(C)(C)C2 (stereo not given)
    5	-3
CC(=O)NC(C)c1ccc(Cl)c(Cl)c1 (stereo not given)
    6	2
COc1ccccc1CNS(=O)(=O)c1cc(C)ccc1OC
    11	0
CC(=O)c1cccc(NC(=O)N2CCC(c3nnc(SCC(N)=O)n3C)CC2)c1
    11	9
N#Cc1nc(-c2ccccc2)oc1N1CCCCC1
    3	0
